Screening data: PubChem BioAssay, several laboratories
PKA-R2B activ – activators of PKA-R2B holoenzyme, primary screen, biochemical, fluorescence polarization, Cy5-IP20, human; PKA-R2B holoenzyme dissociation; R2B truncated from residue 108, S112A mutant; 0% DMSO only, 100% 113 µM cGMP; activation, % at 11.4 µM; actives 0.079% (n = 340,000); AID 504700, 2011;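 active = activation above a cutoff set at the mean over all compounds plus 3 SD, cut at about 18% in these data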;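 note: higher means more holoenzyme dissociation and a rise in polarization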
CDK5 p35 inh – inhibitors of human CDK5/p35 kinase, primary screen, biochemical, single concentration; actives 0.01% (n = 330,000); AID 488839, 2010; inhibition, % at 10 µM; Recombinant CDK5/p35, ADP-Glo luminescence, 60 min;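 active = highest replicate inhibition of at least 50% and at least 75% of replicates reaching 50%; inconclusive = only one of the two criteria met; inactive = both criteria failed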;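 note: plate controls were DMSO neutral control for no effect and GW8510 at 10 µM for full effect; many of its hits are not listed in these tables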
Target sequence (Q00535 whole entry, looked up): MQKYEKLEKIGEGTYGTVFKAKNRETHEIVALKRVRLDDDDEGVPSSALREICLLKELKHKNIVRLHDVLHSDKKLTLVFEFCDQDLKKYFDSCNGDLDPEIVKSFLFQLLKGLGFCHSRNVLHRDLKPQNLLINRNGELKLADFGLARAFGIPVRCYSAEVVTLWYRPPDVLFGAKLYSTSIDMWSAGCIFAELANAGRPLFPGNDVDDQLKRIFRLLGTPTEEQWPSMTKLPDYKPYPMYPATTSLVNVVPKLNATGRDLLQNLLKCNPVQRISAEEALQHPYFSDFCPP
Target sequence (Q15078 whole entry, looked up): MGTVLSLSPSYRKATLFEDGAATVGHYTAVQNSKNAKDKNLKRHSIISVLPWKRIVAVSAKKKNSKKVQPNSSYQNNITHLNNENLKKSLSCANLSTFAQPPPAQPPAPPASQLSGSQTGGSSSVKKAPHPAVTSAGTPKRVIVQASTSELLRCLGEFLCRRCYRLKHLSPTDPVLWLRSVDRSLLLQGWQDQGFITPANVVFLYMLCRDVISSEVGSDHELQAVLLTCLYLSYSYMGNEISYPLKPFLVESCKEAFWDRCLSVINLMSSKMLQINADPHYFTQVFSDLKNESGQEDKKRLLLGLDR
Ecoli viability – E. coli V3065 growth inhibition, primary screen, counter-screen for AddAB inhibitor project, absorbance, OD600; 18 h; inhibition, % at 11.9 µM; actives 0.27% (n = 330,000); AID 449728, 2010;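 active = inhibition above the campaign's mean inhibition across all tested compounds plus 3 SD, cut at about 9.9% in these data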;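 note: uninfected addAB+ strain grown without phage in ampicillin broth; 0% = DMSO wells and 100% = ciprofloxacin 0.95 µg/ml wells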
Tat transport – E. coli Tat export inhibitors, primary screen, MC4100, TorA-mCherry reporter, fluorescence, single point. inhibition, % at 10 µM. actives 0.036% (n = 340,000);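 active = mean replicate inhibition at least 50% and at least half of replicates individually reaching 50%; inconclusive = only one of the two criteria met; inactive = neither criterion met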;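 note: exported cargo escapes ClpAP degradation while cytoplasmic cargo is degraded and loses fluorescence; 0% = median of neutral control wells and 100% = median of NaSCN control wells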
phage Ecoli inh – growth loss of phage-infected E. coli, primary screen, RecBCD inhibitor project, absorbance, with phage, HTS; actives 0.26% (n = 360,000); inhibition, % at 11.9 µM; AID 651602, 2012; in the data active = inhibition above about 11%
HTR5A ag ctr – HTR5A agonists in luminescence cell assay, primary screen, counter-screen for OPRM1-OPRD1 heterodimer agonist project, full-deck HTS; 5-hydroxytryptamine receptor 5A (Homo sapiens), P47898; actives 0.61% (n = 340,000); cell-based; activation, % at 9.3 µM; in the data active = activation mostly above about 9.5%, no sharp cut-off; inactive = mostly below about 7.6%;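 note: 0% = cells with vehicle only and 100% = reference agonist; strong numbers were not always called active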
Target sequence (P47898 whole entry, looked up): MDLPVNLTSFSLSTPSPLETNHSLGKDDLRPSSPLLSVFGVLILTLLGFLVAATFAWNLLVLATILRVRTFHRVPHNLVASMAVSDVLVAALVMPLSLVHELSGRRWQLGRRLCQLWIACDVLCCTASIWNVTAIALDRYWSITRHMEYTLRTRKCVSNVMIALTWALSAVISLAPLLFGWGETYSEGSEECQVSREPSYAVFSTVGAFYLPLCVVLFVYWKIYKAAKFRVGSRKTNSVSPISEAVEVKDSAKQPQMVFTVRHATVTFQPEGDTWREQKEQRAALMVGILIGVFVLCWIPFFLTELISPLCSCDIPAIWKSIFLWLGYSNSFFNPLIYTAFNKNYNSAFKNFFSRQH
PKA-R1A activ – activators of PKA-R1A holoenzyme, primary screen, biochemical, fluorescence polarization, Cy5-IP20, bovine R1A, mouse PKAc; PKA-R1A dissociation; scaled: DMSO 0%, 113 µM cGMP 100%; activation, % at 11.4 µM; actives 0.083% (n = 340,000); AID 504707, 2011;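 active = percent activation above the mean of all tested compounds plus 3 SD, cut at about 19% in these data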;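 note: higher means more PKAc released from R1A so a rise in polarization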
DAGLB inh – DAGLB lipase inhibitors, primary screen, biochemical, fluorescence, HTS | Diacylglycerol lipase-beta (Homo sapiens), Q8NCG7 | HEK293T DAGLB membrane lysate, EnzChek fluorogenic substrate | inhibition, % at 5.17 µM | actives 0.059% (n = 340,000) | AID 504411, 2011; in the data active = inhibition above about 34%;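 note: 0% = enzyme with vehicle and 100% = wells lacking enzyme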
HTR5A inv ag – HTR5A inverse agonists in luminescence cell assay, primary screen, counter-screen for OPRM1-OPRD1 heterodimer inverse agonist project, full-deck HTS; inhibition, % at 9.3 µM; AID 504634, 2011; 5-hydroxytryptamine receptor 5A (Homo sapiens), P47898; actives 0.083% (n = 340,000); HTR5A cell line, inverse agonism; in the data active = inhibition mostly above about 23%, no sharp cut-off; inactive = mostly below about 18%;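 note: 0% = cells with DMSO and 100% = no-cell wells with DMSO; some compounds called inactive have numbers as strong as hits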
SUMO Mot1 rescue – yeast Mot1-301 growth rescue at high temperature, primary screen, SUMOylation pathway inhibitor project, S. cerevisiae, ATP luminescence, 38.5C; S. cerevisiae Mot1-301 growth rescue; percent above DMSO median, 100 means doubled; growth rescue, % at 18.8 µM; actives 1% (n = 320,000); AID 2716, 2010;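 active = every valid replicate shows activation above 250% relative to neutral control wells; inactive = the rest, any valid replicate at or below 250%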;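 note: OY570 slx delta 5 strain wells were the positive control but not used for scaling; some compounds called inactive have numbers as strong as hits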
AddAB inh – growth inhibition of E. coli expressing H. pylori AddAB, primary screen, AddAB inhibitor project, absorbance | inhibition, % at 11.9 µM | actives 0.29% (n = 330,000) | AID 435030, 2010; in the data active = inhibition above about 12%;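 note: 0% = vehicle wells of infected cells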
Active calls of the source: *; ? = inconclusive; / = not tested or not shown.

The line under a structure holds: PKA-R2B activ, CDK5 p35 inh, Ecoli viability, Tat transport, phage Ecoli inh, HTR5A ag ctr, PKA-R1A activ, DAGLB inh, HTR5A inv ag, SUMO Mot1 rescue, AddAB inh
(1) O=C(CSc1n[nH]c(-c2cccs2)n1)N1CCOCC1
 : -14, 0.0, -1.4, 2, -0.3, -1, 1, 1, 4, 0, 0.3
(2) O=C(O)c1cc2cc(Cl)cc(Cl)c2oc1=O
 : 3, -0.4, -2.1, 0, 2.4, 1, 2, 7, -1, 27, 1.2
(3) NC(=O)CNC(=O)c1ccc(Cl)cc1
 : -4, -0.3, -2.8, 1, 3.0, -1, -6, 0, -4, -3, -1.8
(4) COc1ccc(NC(=O)CN(C)CC(=O)Nc2ccccc2SC)cc1
 : 4, -0.7, 1.6, -2, -5.8, 4, 18, 2, -57, 12, 3.0
(5) CCOc1cc(N2CCOCC2)c(OCC)cc1NC(=O)COC(=O)CCOc1ccc(C(C)(C)C)cc1
 : 0, 1.5, -1.4, -7, -0.4, -4, 0, 0, 11, 9, 1.5
(6) COc1ccc(OCC(=O)Nc2ccc(N3CCCCC3)cc2)cc1
 : 12, 1.3, 3.4, -3, 7.3, 10, 0, -13, 10, 31, 8.3
(7) O=C(c1ccc2ccccc2c1)N1CCN(c2ccc(C(F)(F)F)cn2)CC1
 : 2, 1.3, -1.6, 2, 2.8, 5, -5, -4, -14, 316*, 4.5
(8) Cc1ccc(C(=O)Nc2nc(C)c(C(=O)Nc3ccc4c(c3)CCC4)s2)cc1
 : -10, 0.4, 2.8, ?, 6.2, 0, 1, 7, 0, 205, 0.0
(9) O=C(O)C1CC(=O)N(C2CCCCCC2)C1 (stereo not given)
 : 7, 0.2, 3.3, -7, 2.6, 4, 0, 2, -8, 9, 5.8
(10) COc1ccc(/C=C/CN2CCC(n3nccc3NC(=O)C3CCCC3)CC2)cc1
 : 1, -0.1, -0.1, 15, 1.2, 4, -13, 3, -14, -10, 4.9

2 records picked at random from those above, as already listed:
The line under a structure holds: PKA-R2B activ, CDK5 p35 inh, Ecoli viability, Tat transport, phage Ecoli inh, HTR5A ag ctr, PKA-R1A activ, DAGLB inh, HTR5A inv ag, SUMO Mot1 rescue, AddAB inh
(6) COc1ccc(OCC(=O)Nc2ccc(N3CCCCC3)cc2)cc1
 : 12, 1.3, 3.4, -3, 7.3, 10, 0, -13, 10, 31, 8.3
(4) COc1ccc(NC(=O)CN(C)CC(=O)Nc2ccccc2SC)cc1
 : 4, -0.7, 1.6, -2, -5.8, 4, 18, 2, -57, 12, 3.0

Other results.
The line under a structure holds: PKA-R2B activ, CDK5 p35 inh, Ecoli viability, Tat transport, phage Ecoli inh, HTR5A ag ctr, PKA-R1A activ, DAGLB inh, HTR5A inv ag, SUMO Mot1 rescue, AddAB inh
(11) COc1ccc(-c2nnn(CC(=O)N(CC(=O)NCCC(C)C)c3ccccc3)n2)cc1OC
 : 9, 0.0, -2.7, -12, -1.0, -5, -10, 0, -38, 2, 1.4
(12) Cc1nnc(SCC(=O)c2ccc(S(=O)(=O)N3CCOCC3)cc2)n1-c1ccccc1
 : -5, 0.3, 0.2, 5, 0.5, -4, -3, 2, 9, 13, 1.8
(13) Cc1nnc(C)c2c(C)n(C(c3ccccc3)c3ccccc3)c(C)c12
 : -6, -1.7, -1.8, 0, 0.9, 9, 4, 2, -4, -14, -1.2
(14) Cc1ccccc1NC(=O)CCC(=O)N/N=C/c1cc([N+](=O)[O-])ccc1O
 : 4, 1.3, -2.3, -3, 2.1, -1, -14, 5, 9, 29, -3.7
(15) COc1cc(/C=N/N2CCN(C3c4ccccc4-c4ccccc43)CC2)cc(OC)c1O
 : -7, 1.4, -1.2, 1, 0.1, 3, 0, 0, -10, -6, 2.2
(16) COC(=O)C1C(c2ccccc2)C=CC(c2ccccc2)C1C(=O)O (stereo not given)
 : -3, 0.2, 0.3, 4, -1.1, 1, -7, 0, -2, 192, 1.6
(17) COc1cc(C(C)=O)ccc1OCC(=O)NCCCn1nc(C)cc1C
 : -3, -1.3, -0.1, -3, 2.6, -1, 0, -1, 1, -5, -0.2
(18) CCOc1ccc(N2CC(C(=O)Nc3ccccc3N3CCCC3)CC2=O)cc1 (stereo not given)
 : -5, -0.9, -2.0, 3, -0.1, 5, 3, -1, -17, 14, 5.1
(19) COc1cccc(NC(=O)COc2ccc(S(=O)(=O)NC(C)C)cc2)c1
 : 0, 1.0, 0.6, -6, 1.7, 15*, 4, -4, -37, 10, 3.8
(20) O=C1OC[C@@H]2CCCN2C(=O)[C@H](CC(=O)N(CCO)Cc2ccccc2)C/C=C\CC[C@@H]1Cc1ccc(F)cc1
 : 14, 0.0, -2.2, -1, 0.5, -4, 0, -5, 9, 82, -1.4

(listing goes on)
The line under a structure holds: PKA-R2B activ, CDK5 p35 inh, Ecoli viability, Tat transport, phage Ecoli inh, HTR5A ag ctr, PKA-R1A activ, DAGLB inh, HTR5A inv ag, SUMO Mot1 rescue, AddAB inh
(21) COc1ccccc1N1CCN(S(=O)(=O)c2cc3[nH]c(=O)c(=O)[nH]c3cc2C)CC1
 : -18, -0.4, 0.9, -2, -1.0, 1, -3, 2, -7, -8, 1.6
(22) CC(=O)COc1ccc2c(-c3ccccc3)cc(=O)oc2c1
 : -3, -0.8, 0.1, 4, 0.3, 15*, 5, -2, 3, 45, 0.3
(23) O=C(CCn1c(=S)[nH]c2cc3c(cc2c1=O)OCO3)NCc1cccc(Cl)c1
 : -5, 0.1, -0.4, 0, -0.6, -3, 0, 2, 19, 26, -1.5
(24) CCOc1ccccc1C1C(C(=O)OC)=C(N)OC2=C1C(=O)CCC2 (stereo not given)
 : 2, 0.7, -0.7, -6, -1.2, -2, 2, 0, 1, -10, 0.8
(25) Cc1ccc(S(=O)(=O)N[C@@H](Cc2ccccc2)C(=O)N2CCC[C@@H]2C(=O)O)cc1
 : -6, -0.5, 0.0, -14, 3.3, 3, 2, 0, -10, 38, -0.9
(26) Cc1ccc(CN(c2ccc(C(=O)NCc3ccccn3)cc2)S(C)(=O)=O)cc1
 : -16, 0.8, -3.9, -1, 3.6, -3, -8, 2, 0, 7, 0.5
(27) CCN(CC)CCn1c(=N)n(CC(O)c2ccco2)c2ccccc21 (stereo not given)
 : 3, 0.6, 1.1, 3, 1.9, /, -9, -2, /, -11, 3.7
(28) Cc1ccc(NC(=O)C(C)N2C(=O)c3ccccc3C2=O)cc1C (stereo not given)
 : -6, -0.7, 0.2, -4, -1.3, 1, -7, -1, -6, 6, -0.7
(29) CCC(CC)NC(=O)COC(=O)c1ccc(OCc2ccc(C(C)=O)cc2OC)c(OC)c1
 : -8, -0.2, -2.5, -3, 1.9, 6, -1, 4, -15, -4, -1.0
(30) O=C(C[n+]1cccc(CNC(=O)c2ccc(OC(F)F)cc2)c1)Nc1ccccc1Cl
 : 9, -0.4, -0.9, 11, 4.7, 0, -1, 0, 1, 13, 3.2

Other entries.
The line under a structure holds: PKA-R2B activ, CDK5 p35 inh, Ecoli viability, Tat transport, phage Ecoli inh, HTR5A ag ctr, PKA-R1A activ, DAGLB inh, HTR5A inv ag, SUMO Mot1 rescue, AddAB inh
(31) Cc1cccc(C)c1NC(=O)NC1CC2CCC(C1)N2Cc1cccs1 (stereo not given)
 : -4, 1.9, -0.4, 0, 2.9, -3, 0, 3, 5, 21, 2.8
(32) COc1ccc(C2CC(c3ccc(F)cc3)=NN2c2ccccc2)cc1OC (stereo not given)
 : -3, 0.3, 2.1, 9, 1.2, 0, -1, -3, 1, 2, 4.5
(33) COc1cccc(NC(=O)CN(C)C(=O)CCSc2ccc(C)cc2)c1
 : -4, 0.8, 0.0, -1, 0.0, -4, -5, 1, 9, -3, 2.6
(34) O=C(CP(=O)(c1ccccc1)c1ccccc1)N/N=C/c1cc(Br)cc(Br)c1O
 : -1, -1.6, 6.3, -3, 8.2, 4, -3, 2, 15, -21, 8.8
(35) CC(C)C12CN3CC(C(C)C)(CN(C1)C3(C)C)C2=O
 : 6, -1.3, 0.4, -1, 1.1, 14, -5, -3, -3, 13, 1.6
(36) CC1CCN(Cc2nnnn2CCCC(=O)N(C)C2CCOC2)CC1 (stereo not given)
 : -19, -0.5, -0.2, 3, 1.2, -1, -13, 2, -15, -2, 2.9
(37) CCOc1ccc(CC(=O)N2CCN=C2SC)cc1
 : -8, -1.2, 2.5, -4, 1.8, 2, -5, -1, -4, 11, 1.7
(38) Nc1ccc(C(=O)O)cc1[N+](=O)[O-]
 : 1, 0.0, 0.3, -5, -1.0, -1, 5, 0, -4, -9, -1.5
(39) C/C(=N\NC(=O)CCCCCNC(=O)c1ccccc1)c1ccccc1O
 : -4, -2.9, -0.6, 1, 2.8, 1, -2, 0, -5, 381, 0.4
(40) Oc1cc2ccccc2cc1-c1nnc2n1-c1ccccc1SC2
 : -3, 0.7, -1.3, 2, 2.6, -6, -2, -4, 17, -9, 2.6

The list goes on.
The line under a structure holds: PKA-R2B activ, CDK5 p35 inh, Ecoli viability, Tat transport, phage Ecoli inh, HTR5A ag ctr, PKA-R1A activ, DAGLB inh, HTR5A inv ag, SUMO Mot1 rescue, AddAB inh
(41) Cc1cc(C)cc(N=Cc2c(O)c3ccccc3oc2=O)c1
 : -13, 0.0, -2.1, -8, -1.0, 0, -6, -3, -1, -3, -2.0
(42) C/C(=N\Nc1ccc(S(=O)(=O)N2CCCCC2)cn1)c1ccc(O)cc1
 : -5, -1.0, 1.2, 2, 0.6, -1, -1, 0, 2, -5, -0.4
(43) CC(=O)c1cc(CC=C(C)C)c(O)cc1O
 : 0, 0.2, -1.0, -1, 3.0, 0, -3, -4, -6, -17, 2.2
(44) Cc1cc(-c2cccc([N+](=O)[O-])c2)nc2ccc3ccccc3c12
 : -10, 0.6, -1.6, -10, -1.6, 7, 3, -3, -20, -20, -1.3
(45) CC(=O)NCCOC(=O)c1nn(Cc2ccccc2)c(=O)c2ccccc12
 : 8, 1.4, -3.0, 2, 3.6, 1, 0, 0, -3, 0, -0.9
(46) CCCCCCCCN1[C@@H](CC(=O)OCC)c2cc(F)ccc2S1(=O)=O
 : -3, -0.1, 0.2, 4, 3.7, -2, 5, -19, 4, 284, -1.6
(47) CCCNC(=O)C(CC)NS(=O)(=O)c1ccc(OC)cc1 (stereo not given)
 : -3, 1.0, 1.8, -13, -0.6, -5, -3, 0, 11, 253, 3.8
(48) Cc1cc(Cl)ccc1OCC(=O)NNC(=O)C1CCN(c2ncnc3sc(C)c(C)c23)CC1
 : 2, -0.7, -1.4, 3, 1.2, 1, 4, -2, -11, 6, -1.3
(49) O=C(Cc1ccccc1)NC(=S)Nc1ccc(N2CCCCC2)cc1
 : 7, -1.9, 0.9, 9, 2.6, 4, -1, -2, -26, 8, 2.5
